FN deposition inh: fibronectin deposition inhibition. AH1F fibroblasts, Alexa488-fibronectin deposition fluorescence, overnight. inhibition, % at 12.6 µM. 0.086% of 350,000 active;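 active = mean inhibition across replicates of 30% or more, regardless of how many single replicates reach that level; inconclusive = mean under 30% yet at least half of replicates reach 30%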;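 note: positive control wells lacked labelled fibronectin entirely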
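Assay system: AH1F fibroblasts assembling fluorescent fibronectin matrix; Amount: 10000 AH1F cells per well; Buffer or medium: DMEM, 2% serum; Probe or stimulus: Alexa488-fibronectin, 24 nM final in well; Doses: single compound dose, delivered by pin transfer; Incubation: 1 h adhesion, overnight exposure; Measured by: fluorescence 485/525 nm; Read-out: fibronectin deposition inhibition.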
LGR2 inh: Drosophila LGR2 receptor signaling inhibition | HEK293 LGR2, CRE-luciferase, bursicon-stimulated, 4 h | inhibition, % at 9.99 µM | 0.35% of 380,000 active | AID 720647;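 active = drop in luminescence signal, shown as inhibition above about 50% in the replicate tests, limit read from the data, passing the limit was not always enough; inconclusive = probably only some replicates passing the limit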;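 note: agonist challenge used bursicon conditioned medium at about half maximal strength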
Cneo AK release: causes C. neoformans cell lysis | lysis activity, % at 15 µM | 0.2% of 360,000 active | adenylate kinase release luminescence, 4 h; normalised: neutral wells 0, clomiphene wells 100;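 active = mean lysis activity across replicates of at least 80%, whatever share of replicates individually reach that level; inactive = mean lysis activity below 80%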
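Test system: log-phase Cryptococcus neoformans yeast cells; Quantity: yeast cell density of 5 × 10^6 cells/mL; Buffer or medium: YPD; Doses: single compound concentration per well; Timing: 4 h at 37 °C static, read 1 h later; Measured by: AK luminescence; Read-out basis: lysis from increased AK signal; Control set: Clomiphene as positive control.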
miR122 inh: inhibitors of miR-122 in Huh7 cells. Huh7 miR-122 Renilla luciferase sensor, 48 h; neutral wells = 0, positive control = 100. activation (reporter increase), % at 12.5 µM. 0.3% of 340,000 active. AID 602342;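 active = mean replicate activation score at least 90 and every replicate individually at or above 90; inconclusive = only one of the two criteria met; inactive = neither criterion met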;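 note: higher luciferase means less miR-122 activity so hits act as miR-122 inhibitors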
Casp6 inh: caspase-6 (human) enzyme inhibition | P55212 | purified caspase-6, Z-VEID-R110 cleavage fluorescence | inhibition, % at 12.5 µM | 0.53% of 350,000 active;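 active = mean inhibition across replicates at least about 35%, with every replicate also reaching that limit, limit read from the data; inconclusive = only one of the two criteria met; inactive = neither criterion met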;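 note: 0% = median of neutral control wells and 100% = no fluorescence left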
Target sequence (P55212 24-179 limits assumed): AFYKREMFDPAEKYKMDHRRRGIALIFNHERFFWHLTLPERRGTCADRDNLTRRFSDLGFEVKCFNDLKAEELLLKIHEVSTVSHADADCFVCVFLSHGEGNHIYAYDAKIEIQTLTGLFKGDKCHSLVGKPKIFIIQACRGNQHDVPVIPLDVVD
Target sequence (P55212 194-293 limits assumed): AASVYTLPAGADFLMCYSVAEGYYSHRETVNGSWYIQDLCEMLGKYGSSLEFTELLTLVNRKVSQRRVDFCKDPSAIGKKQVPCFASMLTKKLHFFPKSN
PAX8 inh HTS: inhibitors of PAX8 transcriptional activity in RMG-I cells; RMG-I TPO-luciferase reporter, SteadyGlo, 24 h; inhibition, % at 12.6 µM; 1.2% of 360,000 active; AID 652154;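 active = mean replicate inhibition at least 60% with every replicate also reaching 60%; inconclusive = only one of the two criteria is met; inactive = mean below 60% and not all replicates reaching 60%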;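 note: luciferase light reporting Pax8 driven TPO promoter activity; plate controls were median of neutral control wells for no effect and mitoxantrone controls for full effect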
PGC1a acetyl inh: lowers PGC1a acetylation signal in U2OS cells; AlphaScreen anti-acetyl-lysine; with virally co-expressed GCN5 acetyltransferase; inhibition, % at 15.6 µM; 0.17% of 350,000 active; AID 651687;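 active = every replicate shows inhibition of at least 40%; inconclusive = mean inhibition at least 40% but some replicate below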;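 note: 0% = neutral control wells and 100% = positive control wells; some results beyond the cut were filed as inactive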
EWS-Fli block: blocks EWS/Fli oncoprotein-driven transcription. inhibition, % at 12.6 µM. 0.67% of 350,000 active. A673 NR0B1-luciferase reporter, viability-normalised. AID 651661;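 active = mean inhibition of at least 50% after viability correction, with every replicate also passing that limit; inconclusive = mean reaches 50% but only one of two replicates passes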;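 note: firefly luciferase signal divided by Alamar Blue viability fluorescence both relative to DMSO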
* hit, by the source's call; ? = inconclusive; · = not tested or not shown; [ ] = remark or other dose.

SMILES | FN deposition inh | LGR2 inh | Cneo AK release | miR122 inh | Casp6 inh | PAX8 inh HTS | PGC1a acetyl inh | EWS-Fli block
O=C(NCCc1ccc(F)cc1)C(=O)Nc1cc2c3c(c1)CC(=O)N3CCC2 | · | -9.5 | 0.8 | -14.6 | 0.3 | 3.6 | -3.3 | -1.5
C[C@H](CO)N1C[C@H](C)[C@H](CN(C)C(=O)Nc2ccc(C(F)(F)F)cc2)Oc2ncc(/C=C/c3ccccc3)cc2C1=O | 6.0 | -3.0 | -12.4 | · | -1.3 | · | -2.6 | 34.2
CCOc1ccc(C(NC(=O)CC)c2c(O)ccc3ccccc23)cc1 (configuration not stated) | 10.5 | 2.2 | -3.5 | 16.6 | -6.3 | 22.6 | -0.9 | 13.9
O=C(COc1ccc([N+](=O)[O-])cc1)N(Cc1ccccc1)Cc1ccccc1 | 4.3 | -0.8 | · | · | -0.1 | 17.1 | · | -1.1
CC(NC(=O)C(Cc1ccccc1)=NO)c1ccccc1 (configuration not stated) | -5.5 | -16.8 | · | -2.4 | 1.0 | -16.4 | · | -8.8
O=C(Nc1cccc(-c2ccc3nncn3n2)c1)c1ccco1 | -4.9 | -16.9 | -0.3 | -1.0 | 0.6 | 9.8 | -2.9 | 1.5
COc1ccc(CN(C)C[C@@H]2Oc3ccc(NC(=O)Nc4ccccc4)cc3C(=O)N([C@@H](C)CO)C[C@H]2C)cc1 | · | 6.6 | -1.2 | 17.3[16.7 µM] | · | · | -0.4 | 1.0
COc1ccc(/C=C/C(=O)NCC2COc3ccccc3O2)cc1OC (configuration not stated) | -3.9 | -3.6 | · | · | 1.2 | 3.0 | 8.8 | -16.8
O=C(Nc1ccc(Cl)c(Cl)c1)N[C@H]1CC[C@@H](CCn2cc(C3CC3)nn2)O[C@@H]1CO | -12.7 | 2.5 | -4.5 | · | 1.3 | -17.2 | 11.1 | 1.7
O=c1nc(Nc2cccc(Cl)c2)oc2cc(Cl)oc(=O)c12 | -1.0 | 7.4 | -0.5 | · | -0.6 | -8.5 | · | -15.5
COc1cccc(N2CCN(C(=O)CN(c3cc(C)cc(C)c3)S(=O)(=O)c3c(C)noc3C)CC2)c1 | -0.2 | 17.7 | -1.1 | -7.2 | -1.1 | -6.3 | -7.6 | 9.6
CCN(CC)c1ccc(C2C(C(=O)OC(C)C)C(=O)CC(C)(O)C2C(=O)OC(C)C)cc1 (configuration not stated) | · | · | -0.2 | 1.2 | · | 4.3 | -23.2 | ·
Cc1cc(Cl)c(O)c(-n2nc3ccccc3n2)c1 | 12.1 | -28.2 | · | 0.9 | -2.2 | -5.2 | -6.6 | -12.1
NC(=O)[C@H]1CC2(CC(c3cccc(NC(=O)[C@H]4CCC(=O)N4)c3)=NO2)CN1C(=O)CC(c1ccccc1)c1ccccc1 (some centres not stated) | 0.6 | 4.8 | · | · | 3.0 | -2.6 | · | 0.1
COc1ccc(S(=O)(=O)N2CCCCCC2)cc1C(=O)N(C)CC(=O)Nc1ccc(F)cc1 | -9.6 | 6.6 | · | 5.3 | 4.7 | 3.0 | 3.1 | -1.5
O=C(O/N=C(\c1ccccc1)c1ccccn1)c1ccc(Cl)c(Cl)c1 | 3.0 | · | · | 1.1 | · | 0.1 | -3.0 | ·
Cc1c(C(=O)N(C)CCCCN2CCOCC2)oc2c(F)cccc12 | 5.8 | -3.5 | -6.8 | 5.9 | -2.3 | -13.6 | -7.0 | -18.8
C[C@H](CO)N1C[C@H](C)[C@H](CN(C)C(=O)Nc2ccc3c(c2)OCO3)OCCCC[C@H](C)Oc2ccc(NC(=O)CCCCCC(=O)Nc3ccccc3N)cc2C1=O | · | -14.3 | -1.9 | -3.8[16.7 µM] | 0.8 | 3.1 | · | -17.0
CCCCN(C)CCNC(=O)c1ccc(Cn2c(=S)[nH]c3ccc(Br)cc3c2=O)cc1 | · | -5.1 | · | · | -4.6 | 23.1 | · | 16.2
COc1cc(NS(=O)(=O)c2ccc(NC(=S)NC(=O)/C=C/c3ccc(F)cc3)cc2)ncn1 | -7.6 | 4.2 | · | -3.0 | 3.4 | -36.4 | · | 1.1
COC(=O)c1ccc(NC(=S)Nc2ccccc2)cc1 | · | -20.1 | 2.4 | -4.1 | -3.5 | · | -1.5 | -13.4
OC(c1ccccc1)C(O)C(c1ccccc1)N1CCCCC1 (configuration not stated) | -0.9 | · | 1.1 | -1.2 | 2.1 | -6.4 | -4.2 | -3.6
CCCCSc1nc(SCC(=O)NCc2ccco2)c2c3c(sc2n1)COC(C)(CC)C3 (configuration not stated) | 0.0 | · | -1.2 | 8.8 | · | 26.5 | 1.6 | ·
CCOC(=O)N1CCN(c2cc(N)c([N+](=O)[O-])cc2F)CC1 | · | -20.4 | -1.9 | -8.7 | 1.5 | · | -5.8 | -6.6
Cc1ccc(S(=O)(=O)N(C)C[C@@H]2Oc3c(NC(=O)Nc4ccc(F)cc4)cccc3C(=O)N([C@@H](C)CO)C[C@H]2C)cc1 | · | 4.4 | -3.0 | 1.3[16.7 µM] | -0.3 | -11.7 | 1.2 | 2.4

Overlap with the part before: 4 compounds, then new ones.
SMILES | FN deposition inh | LGR2 inh | Cneo AK release | miR122 inh | Casp6 inh | PAX8 inh HTS | PGC1a acetyl inh | EWS-Fli block
OC(c1ccccc1)C(O)C(c1ccccc1)N1CCCCC1 (configuration not stated) | -0.9 | · | 1.1 | -1.2 | 2.1 | -6.4 | -4.2 | -3.6
CCCCSc1nc(SCC(=O)NCc2ccco2)c2c3c(sc2n1)COC(C)(CC)C3 (configuration not stated) | 0.0 | · | -1.2 | 8.8 | · | 26.5 | 1.6 | ·
CCOC(=O)N1CCN(c2cc(N)c([N+](=O)[O-])cc2F)CC1 | · | -20.4 | -1.9 | -8.7 | 1.5 | · | -5.8 | -6.6
Cc1ccc(S(=O)(=O)N(C)C[C@@H]2Oc3c(NC(=O)Nc4ccc(F)cc4)cccc3C(=O)N([C@@H](C)CO)C[C@H]2C)cc1 | · | 4.4 | -3.0 | 1.3[16.7 µM] | -0.3 | -11.7 | 1.2 | 2.4
CCOC(=O)C1CCN(C(=O)COC(=O)C2CCN(S(=O)(=O)c3ccc4c(c3)OCCO4)CC2)CC1 | -4.6 | -1.8 | 0.4 | 0.8 | -0.5 | -8.4 | · | 6.9
CN(C(=O)c1nn(C)c2c1CS(=O)(=O)c1ccccc1-2)c1cccc(Cl)c1 | 3.8 | 6.6 | -0.1 | -0.5 | -2.0 | 5.8 | 10.0 | -7.2
COCc1ccc(C(=O)N2CCCC(Nc3ccc(C(C)C)cc3)C2)o1 (configuration not stated) | · | 4.5 | 2.4 | · | -0.1 | 8.6 | -0.7 | ·
O=C(Nc1cc(F)ccc1F)N1CCCCN2[C@H](C1)[C@@H](c1ccc(-c3ccncc3)cc1)[C@@H]2CO | · | 17.5 | -0.5 | 8.8[16.7 µM] | 0.4 | 3.8 | -13.3 | -0.8
O=C(NCCc1ccccc1)[C@H]1[C@H](CO)[C@H]2Cn3c(cccc3=O)[C@@H]1N2C(=O)C1CC1 | · | -9.9 | -1.7 | · | -0.1 | · | · | 1.5
NC1(C#Cc2ccc3oc(=O)c(-n4cc(-c5ccsc5)nn4)cc3c2)CCCCC1 | -0.4 | -5.8 | 3.3 | -1.3 | 2.7 | 12.0 | · | -13.3
CCCCC1CC(CSc2ncn[nH]2)OC1=O (configuration not stated) | 4.1 | · | -2.5 | -5.2 | · | -4.5 | -4.3 | ·
O=C(C=Cc1ccco1)c1ccco1 | 4.0 | 8.0 | -0.4 | -0.4 | 55.6* | -3.0 | -4.6 | -1.6
COc1cccc(C2=CC(=O)C[C@H](c3ccc(OC)c(OC)c3)C2)c1 | -3.5 | -5.6 | -4.3 | -7.1 | 3.8 | 6.9 | -26.3 | 7.4
CCOc1ccc(S(=O)(=O)/N=C(/Nc2ccc(C(C)=O)cc2)c2ccccc2)cc1 | 3.2 | -25.2 | 0.3 | · | 2.9 | -18.0 | -65.6 | -4.8
C[C@H](CO)N1C[C@H](C)[C@H](CN(C)Cc2ccc(C(=O)O)cc2)Oc2c(NS(=O)(=O)c3ccc(F)cc3)cccc2C1=O | · | 0.6 | -1.7 | -6.1[16.7 µM] | 1.3 | · | -19.4 | 4.9
Cc1ccc(S(=O)(=O)Nc2ccc3c(c2)C(=O)N([C@@H](C)CO)C[C@@H](C)[C@H](CN(C)C)O3)cc1 | 3.4 | 10.0 | 3.7 | -3.3[16.7 µM] | -4.7 | 3.6 | 5.3 | 1.3
C[C@H]1CN([C@@H](C)CO)S(=O)(=O)c2ccc(-c3ccccc3)cc2O[C@@H]1CN(C)C | · | 1.3 | -2.5 | -0.5[16.7 µM] | -0.8 | -15.2 | -2.2 | 3.1
CC(C)=CCN1CCN(Cc2c(C)nn(C)c2Cl)CC1CCO (configuration not stated) | -6.4 | · | · | · | -0.4 | -17.8 | · | 3.1
C[C@@H]1CN([C@@H](C)CO)S(=O)(=O)c2ccc(C#C[C@@H](C)O)cc2O[C@@H]1CN(C)Cc1cccnc1 | -6.0 | -0.9 | -0.3 | -2.4[16.7 µM] | 0.7 | · | 2.5 | -0.7
CCN(CC)S(=O)(=O)c1cccc(-c2nnc(SCc3ncc(-c4ccccc4)o3)n2C)c1 | -14.9 | · | 3.8 | -0.6 | · | 13.2 | ? | ·
Cc1noc(C)c1NC(=O)Nc1cccc2c1O[C@@H](CN(C)C(=O)NC1CCCCC1)[C@H](C)CN([C@@H](C)CO)C2=O | -10.8 | 8.0 | 6.5 | 8.2[16.7 µM] | 2.9 | · | 0.7 | -8.3
O=C(NCc1ccc(F)cc1)OC1CC2CC1[C@H]1CCCCN1C2=O (some centres not stated) | 30.3* | 8.2 | · | · | 3.9 | -6.0 | · | 3.5
O=C(CN1C(=O)C2CCCCC2C1=O)Nc1ccc(S(=O)(=O)Nc2ncccn2)cc1 (configuration not stated) | 16.2 | 20.7 | -1.2 | -2.5 | 3.1 | 6.0 | 4.5 | 2.8
O=C(O)C1C2C=CC(O2)C1C(=O)Nc1ccccc1C(F)(F)F (configuration not stated) | · | -0.6 | -2.9 | -8.1 | · | · | 6.8 | ·
CCCCN(CCCC)CCCNC(=O)Cn1cc(C)c(=O)[nH]c1=O | 1.1 | 5.3 | · | · | -14.2 | -29.5 | · | -17.2
Cc1ccc(NC(=O)CS(=O)CC(=O)Nc2ccc(N3CCOCC3)cc2)cc1Cl (configuration not stated) | 14.7 | · | 0.2 | -0.7 | · | · | 7.3 | ·
CC(C)(C)OC(=O)N1CCN(C(=O)c2nc[nH]c2C(=O)N2CCN(c3ccccc3)CC2)CC1 | -8.4 | -4.7 | 4.3 | -8.0 | -2.0 | 3.1 | · | -6.8
Cc1cc(C)n2nc(-c3ccc(Br)cc3)cc2n1 | 10.7 | -83.6 | -1.8 | 4.0 | 2.8 | -167.8 | -11.5 | -120.1
CCCCc1nc2n[nH]c(N)c2c2c1CCCC2 | 11.6 | · | 0.2 | -4.4 | · | 13.9 | 9.9 | ·
Cc1c(OC(C)C(=O)NCc2ccncc2)ccc2c3c(c(=O)oc12)CCCC3 (configuration not stated) | -3.8 | -5.4 | 3.6 | -9.5 | 0.2 | -2.0 | 7.0 | -9.3
Cc1nc(NCCOc2ccccc2)sc1C(=O)Nc1ccccc1 | 1.7 | -28.7 | · | · | -0.1 | 1.0 | 3.8 | -40.7
